# MEKK2 mut-MEK5: signal of MEK5 binding to mutant human MEKK2 PB1 domain. bead flow cytometry, Alexa488-MEK5 binding to MEKK2 mutant. percent response, % at 10 µM. 0.35% of 290,000 active. AID 1530; in the data active means percent response above about 24%, passing the limit was not always enough; further: inactives centre near 1; some results filed as inactive read as strong as hits
# MEKK2wt PB1 HTS: raises or lowers MEK5 binding to wildtype human MEKK2 PB1 domain; Q9Y2U5; bead flow cytometry, Alexa488-MEK5 binding to MEKK2 WT; actives lie on both sides; binding response (% of control), % at 10 µM; 1.1% of 290,000 active; AID 1531; in the data active means binding response below about 67% or above about 130%
# CRFR2-BP ag: agonists of human CRF-binding protein/CRF-R2 receptor complex. HEK293 CRF-R2/CRF-BP, calcium dye fluorescence (FLIPR); percent of saturating CRF peptide response. activation, % at 13.2 µM. 0.46% of 350,000 active. AID 588473;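 active means activation of at least 50%, plus an integration ratio under a set limit after plate pattern correction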;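 further: plate controls were neutral control wells without compound for no effect and CRF at EC100 for full effect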
# CRFBP-R2 block: blocks CRF-induced signaling of the CRF-BP/CRF-R2 complex. HEK293 CRF-R2/CRF-BP, CRF-induced calcium fluorescence. inhibition, % at 11.8 µM. 0.59% of 350,000 active. AID 588475;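 active means inhibition of the ligand-induced calcium signal above about 50% at the single tested concentration, limit read from the data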
# DNA FID counter: fluorescent intercalator displacement, NS3 helicase counter-screen; DNA fluorescent intercalator displacement, fluorescence; inhibition, % at 7.9 µM; 0.17% of 290,000 active; AID 1845; in the data active means inhibition above about 37%;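 further: 0% = vehicle and 100% = reference compound; higher means more ethidium bromide displaced from hairpin DNA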
# UBC9 SUMO inh: blocks human SUMOylation mediated by UBC9 | HTRF SUMOylation assay, SAE1/SAE2 + UBC9, in vitro | 0.36% of 290,000 active | inhibition, % at 35 µM | P63279; in the data active means inhibition above about 50%, passing the limit was not always enough; further: strong numbers were not always called active
# Target sequence (P63279 whole entry, looked up): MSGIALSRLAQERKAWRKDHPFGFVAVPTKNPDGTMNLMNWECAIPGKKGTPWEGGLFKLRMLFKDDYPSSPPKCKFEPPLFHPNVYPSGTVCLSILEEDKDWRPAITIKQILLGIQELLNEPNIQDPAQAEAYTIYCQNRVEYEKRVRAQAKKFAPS
# GalR3 antagonist: antagonists of human GalR3 | O60755 | HEK293 GalR3-CNG cAMP membrane potential fluorescence; galR3 body fused to GalR1 C-terminus | inhibition, % at 3 µM | 0.44% of 360,000 active | AID 651719;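 active means inhibition above the screen-wide average plus 3 SD, cut at about 13% in these data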;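 further: forskolin and galanin both at EC90 stimulate the cells; cAMP rise reported by CNG channel membrane potential dye signal; 0% = forskolin plus galanin with DMSO and 100% = forskolin alone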
# Target sequence (O60755 1-299 limits assumed): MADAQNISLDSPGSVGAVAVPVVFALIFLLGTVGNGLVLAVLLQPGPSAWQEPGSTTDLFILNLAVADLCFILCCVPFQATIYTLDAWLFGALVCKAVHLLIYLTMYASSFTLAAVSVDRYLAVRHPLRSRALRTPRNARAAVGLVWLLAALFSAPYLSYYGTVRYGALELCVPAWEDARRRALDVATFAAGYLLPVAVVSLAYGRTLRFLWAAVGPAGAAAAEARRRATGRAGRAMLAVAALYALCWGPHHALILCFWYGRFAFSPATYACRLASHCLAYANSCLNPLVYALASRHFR
# NS3 helicase inh: HCV NS3 helicase inhibition | inhibition, % at 10.9 µM | 0.56% of 290,000 active | NS3 helicase DNA unwinding, Cy5 molecular beacon fluorescence;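 active means inhibition above the mean of all tested compounds plus 3 SD, set per campaign, cut at about 35% in these data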;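 further: 0% = DMSO wells and 100% = thioflavine S control wells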
#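 assay system = NS3 helicase fragment of HCV | buffer or medium = MOPS pH 6.5, MgCl2, DTT, Tween20, BSA | timing = 60 min unwinding reaction at 25 °C after ATP addition | signal = Cy5 beacon fluorescence read at start and 1 h | read-out basis = % inhibition of unwinding | control set = low DMSO, high thioflavine S at 110 µM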
# MEKK3 PB1 HTS: modulators (inhibitors or enhancers) of MEK5 binding to human MEKK3 PB1 domain. Q99759. bead-based flow cytometry, Alexa488-MEK5 binding to MEKK3; actives lie on both sides; 0 = blocked by unlabeled MEK5, 100 = vehicle. binding response (% of control), % at 10 µM. 1.4% of 290,000 active. AID 1529;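 active means binding response more than 3 SD above or below the average of its plate-row segment, actives on both sides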;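 further: Alexa488 bead fluorescence after subtracting the streptavidin-only scavenger bead signal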
# Active calls of the source: *; . = not tested or not shown; [ ] = dose if it differs, or a comment. A portion of the library, so the mix of outcomes need not match the whole.
SMILES,MEKK2 mut-MEK5,MEKK2wt PB1 HTS,CRFR2-BP ag,CRFBP-R2 block,DNA FID counter,UBC9 SUMO inh,GalR3 antagonist,NS3 helicase inh,MEKK3 PB1 HTS
C/C(=C\C(=O)c1ccc(Br)cc1)N1CCCCC1,0,98,-0.3,8,-2,1,-2,-6,101
Cc1cccc(NC(=S)NC2CC3CCC(C2)N3Cc2ccco2)c1 (centres undefined),-1,103,-0.8,4,2,-22,-2,-5,101
CC1CC(C)CN(C(=O)COC(=O)c2cc3ccccc3cc2O)C1 (centres undefined),4,103,-0.8,0,-16,6,-6,-2,106
Cc1ccc([N+](=O)[O-])cc1NC(=O)Nc1onc(C)c1C,-9,91,-0.7,10,4,2,-9,0,93
Cc1ccc(CC23CN4CCN(CC(C4)C2O)C3)c(C)c1 (centres undefined),2,99,3.3,1,0,21,2,3,100
CCn1c(SCc2nc3sc(C(=O)O)c(C)c3c(=O)[nH]2)nc2ccccc21,.,.,10,14,-30,55*,-4,7,.
CCc1cccc(C)c1NC(=O)Nc1ccc2c(c1)OCO2,-5,95,0.6,20,0,4,-6,-8,96
O=C(Nc1ccc(F)cc1)NC1CCN(Cc2c(F)cccc2Cl)CC1,-22,87,-1.6,-9,-11,20,-6,-4,86
COc1ccc(NC(=O)c2nc[nH]c2C(=O)NCC(=O)OC(C)(C)C)cc1,4,54,-0.1,24,.,-15,3,.,50*[inhibitor]
O=C(Nc1cc(C(F)(F)F)ccc1Cl)C(Sc1ccccn1)c1ccccc1 (centres undefined),16,112,3.1,31,1,-29,0,-8,109
CCC(C)NCCOc1ccccc1C (centres undefined),3,101,0.1,-14,10,17,-6,15,92
O=C(NCc1ccccc1)c1ccc2c(=O)n(CC3CCCO3)c(=S)[nH]c2c1 (centres undefined),3,105,-1.4,26,-3,-16,8,1,104
CC1(C)CC(=O)C2=C(C1)N(CC1CCCO1)C(=O)NC2(C(F)(F)F)C(F)(F)F (centres undefined),7,108,-0.6,2,-1,11,-8,4,108
O=c1nc2ccc(Cl)cn2c2ccc(S(=O)(=O)N3CCCCC3)cc12,1,101,-0.5,1,-11,23,-5,0,104
CCCCn1c(=O)[nH]c(=O)c2c1nc(-c1ccc(OC)c(Br)c1)n2CC(C)C,1,94,0.3,-20,-38,12,2,-1,100
O=C(Nc1cccc(NC(=O)c2cccnc2)c1)c1ccccc1,5,106,-1.3,-13,-10,-12,1,2,102
COc1ccccc1C1N(c2ccc(F)cc2)C(=O)C2CCCN21 (centres undefined),0,93,0.2,-2,-1,-12,-4,-3,108
Cc1ccc(OCC(O)CN2CCOCC2)cc1 (centres undefined),2,106,-2.0,3,-3,-2,-6,13,102
CCCCCCc1cc2cc(C(=O)NC)c(=N)oc2cc1O,3,103,286*,-306,-8,35,0,14,110
Cc1cc(NC(=O)CCC(=O)N(CC(=O)NCC2CCCO2)c2cccc(C)c2C)no1 (centres undefined),6,108,1.0,-10,-42,-1,9,2,104
CCC(C)C1C(C#N)=C(N)Oc2n[nH]c(-c3ccccc3)c21 (centres undefined),-1,108,-0.9,-10,-6,-13,-1,-4,112
NNC(=O)C(Cc1cnc[nH]1)NC(=O)OCc1ccccc1 (centres undefined),2,102,-0.6,15,-8,3,-8,-25,101
COc1ccc(-c2nn3c(-c4ccccc4)nnc3s2)cc1OC,6,106,-0.3,-14,-10,7,-3,5,104
CCOC(=O)c1c(C)[nH]c(C)c1C(=O)COC(=O)c1ccc(O)cc1,-6,91,-0.1,-12,-3,19,1,-9,99
C=CCn1c(=N)n(CC(=O)c2ccc(Br)cc2)c2ccccc21,9,125,0.0,-3,0,6,-14,-28,106
SMILES,MEKK2 mut-MEK5,MEKK2wt PB1 HTS,CRFR2-BP ag,CRFBP-R2 block,DNA FID counter,UBC9 SUMO inh,GalR3 antagonist,NS3 helicase inh,MEKK3 PB1 HTS
Cc1onc(-c2ccccc2)c1CNS(=O)(=O)c1ccccc1[N+](=O)[O-],1,102,1.5,7,1,16,3,1,102
CCO/C(=C/c1sc2ccc(OC)cc2[n+]1CCCS(=O)(=O)[O-])CC,1,99,-1.4,9,-14,9,5,0,98
Cc1ccc(NC(=O)C2CCCN(S(=O)(=O)c3c(C)noc3C)C2)cc1 (centres undefined),4,103,0.8,-10,-3,6,1,3,103
CCCCc1cc(=O)oc2cc(C)cc(OC(C)C(=O)O)c12 (centres undefined),-7,84,0.0,-5,-26,49,-2,6,85
CCOc1cc2[nH]c(=O)n(Cc3ccc(C(=O)NCCCN4CCCC4=O)cc3)c(=O)c2cc1OCC,6,97,-8.1,10,-24,2,-4,14,99
Cc1sc2nc(CSc3nc4ccccc4s3)[nH]c(=O)c2c1C,-3,88,.,.,-5,44,-4,15,91
Cc1cc(C)c(S(=O)(=O)c2ccc(F)cc2C)c(=O)[nH]1,13,107,0.1,3,-16,14,-8,5,107
Cc1cc(OCC(=O)Nc2cccnc2)c2c(C)cc(=O)oc2c1,2,107,-1.1,4,-15,27,-4,2,103
N#CCSc1nc2sccc2c(=O)n1-c1ccccc1,2,98,-0.1,74*,-17,15,-11,37*,98
Nc1ccc2nc(COc3ccccc3)[nH]c2c1,7,109,-1.2,-3,5,7,-3,-2,106
CC1CC(C)CN(CCCNC(=O)Cn2ncc3c([nH]c4ccccc43)c2=O)C1 (centres undefined),4,114,-1.8,3,6,22,1,0,96
CCc1nc2ccc(F)cc2c(C(=O)NC2CCCCC2C)c1C (centres undefined),2,103,1.3,-10,-24,1,-1,8,101
COc1cccc(/C=N/NC(=O)c2nnn(-c3nonc3N)c2-c2cccs2)c1,0,102,-1.0,-4,-11,-5,-6,3,103
N#Cc1cc(NCC2CCCO2)c([N+](=O)[O-])cc1C#N (centres undefined),-1,101,0.4,8,0,-5,1,4,103
COc1ccc(C(CNC(=O)c2ccco2)N2CCCCC2)cc1 (centres undefined),-7,90,-0.6,-7,2,2,-2,1,98
O=C(CCS(=O)(=O)c1cccs1)N1CCCC1,3,102,-0.4,-1,3,14,-2,1,106
CCCn1c(SCC(=O)Nc2sc(C)c(C)c2C#N)nnc1C(C)C,6,116,-3.2,11,-29,-26,-4,4,124*
O=C(NCc1ccc(Cl)cc1)c1nccnc1CO,2,106,-0.6,10,-6,-4,-9,32,104
CCc1ccc(-n2c(C)n[nH]c2=S)cc1,-7,95,1.4,-7,-4,4,0,2,98
COc1ccc(N(C)S(=O)(=O)c2cccc(C(=O)NCC3CCCO3)c2)cc1 (centres undefined),5,105,0.2,12,-12,-8,-1,-8,100
COc1ccc(-c2nn(-c3ccccc3)cc2/C=C/C(=O)N2CCOCC2)cc1OC,2,102,2.4,-22,-27,18,1,-21,105
CCn1c(CCCOc2ccc(Cl)cc2Cl)nnc1SCC(=O)Nc1cccc(F)c1,4,107,3.5,-16,-1,-2,-4,-5,103
O=C(CCc1ccccc1)N=C1SC2CS(=O)(=O)CC2N1Cc1ccc(F)cc1 (centres undefined),10,107,3.1,5,-28,11,-8,8,102
O=C(COC(=O)c1ccc(Cl)c(S(=O)(=O)N2CCCCCC2)c1)Nc1ccccc1,-1,113,2.3,-54,-15,-12,-5,-10,100
COc1ccc(N(C(=O)c2snc(C(N)=O)c2N)C(C(=O)NC2CCCC2)c2ccc(C)o2)c(OC)c1 (centres undefined),-1,95,0.1,-1,-33,2,-9,-7,100

# Quoted from the listing:
# Entry for `COc1ccc(-c2nn(-c3ccccc3)cc2/C=C/C(=O)N2CCOCC2)cc1OC` in MEKK2 mut-MEK5: 2
# Entry for `CCCCc1cc(=O)oc2cc(C)cc(OC(C)C(=O)O)c12` (centres undefined) in CRFR2-BP ag: 0.0
# Entry for `COc1ccc(C(CNC(=O)c2ccco2)N2CCCCC2)cc1` (centres undefined) in DNA FID counter: 2

# Continued:
SMILES,MEKK2 mut-MEK5,MEKK2wt PB1 HTS,CRFR2-BP ag,CRFBP-R2 block,DNA FID counter,UBC9 SUMO inh,GalR3 antagonist,NS3 helicase inh,MEKK3 PB1 HTS
Nc1nc2ccccc2n1Cc1ccc(Cl)c(Cl)c1,2,117,-1.4,-6,17,-6,-4,-56,109
CCn1c(=S)sc2c(=O)n(CC(=O)Nc3ccc(Cl)cc3)c(C)nc21,2,100,0.6,-34,0,-3,1,-4,105
O=Cc1c(N2CCN(CCO)CC2)nc2ccccn2c1=O,6,104,128*,-85,-2,25,-7,2,104
CCN(CC)C(=O)Cn1cc(C(=O)C(=O)N(C)C2CCN(C)CC2)c2ccccc21,9,105,2.4,6,4,19,-1,3,103
CCOC(=O)CSc1nnc(-c2ccco2)n1-c1ccccc1,5,108,-3.5,31,-11,35,-5,-1,111
S=c1[nH]c2ccccc2n2cccc12,5,94,-2.4,31,-1,11,-11,-2,90
COc1ccc(C(CCNCc2ccccc2F)c2ccc(F)cc2)cc1 (centres undefined),1,135,4.8,-17,12,2,-1,-90,103
CC(=O)c1sc(C(C)(C)C)cc1NC(=O)CCC(=O)O,-2,100,-0.9,5,-18,3,-5,-1,101
COc1ccc(S(=O)(=O)NC(Cc2cnc[nH]2)C(=O)O)cc1 (centres undefined),-2,95,0.3,10,-5,20,2,5,96
Cc1nn(CCCC(=O)Nc2cccnc2Cl)c(C)c1[N+](=O)[O-],-5,96,-1.0,15,1,-18,2,-1,99
CCOC(=O)C1=C(c2ccccc2)NC(N)=NC1c1ccc(OCc2ccc(C(=O)OC)cc2)cc1 (centres undefined),49,194*,1.2,-3,13,-49,-3,-46,109
CC(=O)c1cc(C#N)c(N(C)Cc2ccccc2)nc1C,1,99,-3.9,25,-12,-4,-6,9,101
Cc1ccc(C)c(-c2cc(C(=O)Nc3cccc(C(=O)O)c3)c3ccccc3n2)c1,0,102,-1.1,-3,-32,19,-3,10,98
CCOc1cc(C2NC(=O)NC(C)=C2C(=O)OCC2CCCCC2)ccc1O (centres undefined),7,102,0.3,-8,-27,-10,0,-15,104
COc1ccc(OCC(=O)N(Cc2ccc(C)o2)C2CCS(=O)(=O)C2)cc1 (centres undefined),-1,98,-0.3,6,-27,-13,-2,-2,100
O=C(CCS(=O)(=O)c1cccs1)Nc1ccc(C(=O)NCc2ccccc2)cc1,-4,94,1.1,0,-6,23,-2,8,99
COc1ccc(NC(=O)C2CCC(C)(C(=O)O)C2(C)C)cc1 (centres undefined),-4,94,0.2,2,2,22,0,-2,96
Cc1cccc(NC(=O)C2CCCN(c3nc(C)cc(C)n3)C2)c1 (centres undefined),-3,99,-1.5,3,-10,-6,.,2,97
COc1cccc(CNC(=S)NC2CC2)c1,3,102,-1.0,2,2,10,-2,1,103

# Gathered by group, the entries above containing a tert-butyl group (2)
SMILES,MEKK2 mut-MEK5,MEKK2wt PB1 HTS,CRFR2-BP ag,CRFBP-R2 block,DNA FID counter,UBC9 SUMO inh,GalR3 antagonist,NS3 helicase inh,MEKK3 PB1 HTS
COc1ccc(NC(=O)c2nc[nH]c2C(=O)NCC(=O)OC(C)(C)C)cc1,4,54,-0.1,24,.,-15,3,.,50*[inhibitor]
CC(=O)c1sc(C(C)(C)C)cc1NC(=O)CCC(=O)O,-2,100,-0.9,5,-18,3,-5,-1,101

# Screens as filed in PubChem BioAssay.
